# Pf growth 96h – Primary qHTS for delayed death inhibitors of the malarial parasite plastid, 96 hour incubation; P. falciparum luciferase reporter growth, 96 h; Potency, µM (titrated, usually from 28.7 µM), without a hit: top-dose activity change, negative = inhibition, most hits filed as inhibitors; 320,000 compounds, 6.9% hits; also: potency is read from the fitted curve at half-maximal effect; % is scaled to controls: 0 for no effect and ±100 for the full control effect
#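 Compounds incubated with erythrocytes infected by luciferase-expressing P. falciparum (2% hematocrit, 0.05% parasitemia final) for 96 hours, 37 C in 5% CO2. Growth inhibition scored as decreased luciferase luminescence.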
# Cycloheximide cs – Cycloheximide Counterscreen for Small Molecule Inhibitors of Shiga Toxin. 300,000 compounds, 12% hits. max response, %. cell reporter, cycloheximide protein synthesis inhibition counterscreen; in the data active = max response mostly above about 13%, no sharp cut-off; inactive = mostly below about 14%; also: read at 38.3 µM for the half of the compounds with a filed dose; 0% is about no effect
# Tb PYK inh – qHTS of Trypanosoma Brucei Inhibitors; TbPYK enzyme, Kinase-Glo Plus ATP luminescence, 45 min; AID 624173, 2012; 410,000 compounds, 0.12% hits; pyruvate kinase (Trypanosoma brucei), Q57TT1; Potency, µM (highest dose often 76.8 µM), for inactives: at the highest dose activity, negative = inhibition, actives largely listed as inhibitors; also: potency is read from the fitted curve at half-maximal effect; % is scaled to controls: 0 for no effect and ±100 for the full control effect; nearly all actives have a fitted effect of over 50% in size
#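 Screened from lowest to highest concentration, compounds were pinned into TbPYK/substrate mixtures, and ADP (130 uM final) was added. Plates sat at room temperature for 45 min prior to Kinase-Glo Plus detection by luminescence.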
# HCV inh – qHTS Assay for Inhibitors of Hepatitis C Virus (HCV). Huh7.5.1 HCVcc-Cre infection, luciferase reporter, 44 h. Potency, µM (top dose mostly 41.8 µM), without a hit: at the highest dose activity change, negative = inhibition, hits mostly inhibitors. 340,000 compounds, 3.4% hits. AID 651820, 2012; also: potency is read from the fitted curve at half-maximal effect; % is scaled to controls: 0 for no effect and ±100 for the full control effect
#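 A cell-based infection assay in which seeded cells (1,000 per well) receive test compound after 4 h, are inoculated with HCVcc-Cre at approximately 0.5 moi, and are incubated 44 h before luminescence detection.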
# Pf growth 48h – Primary qHTS for delayed death inhibitors of the malarial parasite plastid, 48 hour incubation; P. falciparum luciferase growth in erythrocytes, 48 h; Potency, µM (series often up to 28.7 µM), for the others: at the highest dose activity change, negative = inhibition, actives largely listed as inhibitors; 310,000 compounds, 5.9% hits; AID 504832, 2011; also: potency is read from the fitted curve at half-maximal effect; % is scaled to controls: 0 for no effect and ±100 for the full control effect
#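 Firefly luciferase activity from engineered P. falciparum reports growth; inhibitors lower the luminescent signal. Cultures contained 2% hematocrit erythrocytes at 0.1% final parasitemia.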
# LmPK inh – qHTS Assay for Inhibitors of Leishmania Mexicana Pyruvate Kinase (LmPK); purified LmPK, Kinase-Glo ATP luminescence, 1 h; Potency, µM (titrated, usually from 57.5 µM), inactives show at the highest dose activity change, negative = inhibition, usual class: inhibitors; Q27686; 290,000 compounds, 0.37% hits; also: potency is read from the fitted curve at half-maximal effect; % is scaled to controls: 0 for no effect and ±100 for the full control effect
# Target sequence (Q27686 whole entry, looked up): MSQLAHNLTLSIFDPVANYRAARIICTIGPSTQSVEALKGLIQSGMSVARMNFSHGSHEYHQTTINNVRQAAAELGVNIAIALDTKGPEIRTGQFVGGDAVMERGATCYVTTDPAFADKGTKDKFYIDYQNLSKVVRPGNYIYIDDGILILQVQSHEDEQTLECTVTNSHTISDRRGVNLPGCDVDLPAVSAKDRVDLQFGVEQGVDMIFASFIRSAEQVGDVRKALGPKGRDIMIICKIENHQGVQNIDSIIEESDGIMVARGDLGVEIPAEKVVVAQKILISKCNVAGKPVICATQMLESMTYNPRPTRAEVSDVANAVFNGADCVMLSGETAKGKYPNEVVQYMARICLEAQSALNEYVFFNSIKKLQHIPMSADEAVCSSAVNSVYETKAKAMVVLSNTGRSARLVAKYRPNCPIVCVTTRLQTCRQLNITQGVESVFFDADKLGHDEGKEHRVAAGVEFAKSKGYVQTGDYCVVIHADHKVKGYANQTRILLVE
#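 Pyruvate kinase activity monitored as ATP production (luciferase luminescence). Conditions: 0.1 nM enzyme, 0.5 mM PEP, 0.1 mM ADP, 1 h, RT; normalized against uninhibited and no-enzyme wells.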
# Shiga inhibitor – A qHTS for Small Molecule Inhibitors of Shiga Toxin; AID 2315, 2010; inhibition, % at 38.7 µM; Vero cells, Shiga toxin protein synthesis inhibition reporter; 290,000 compounds, 9.2% hits; in the data active = inhibition mostly above about 28%, no sharp cut-off; inactive = mostly below about 43%; also: 0% is about no effect
# Numbers without * were called inactive; ? = inconclusive; . = no result given; & = joins results of further samples; [ ] = another dose, or the depositor's remark. Unless noted, calls follow the shape of the dose curve; as a rule, active = well fitted curve in the direction sought with a large enough effect; inconclusive = small, poorly fitted or top-dose-only effect, or another doubt; inactive = no such curve, though single readings can be large; an effect the other way counts as inactive or inconclusive.
SMILES,Pf growth 96h,Cycloheximide cs,Tb PYK inh,HCV inh,Pf growth 48h,LmPK inh,Shiga inhibitor
CCSc1nnc([C@H](Cc2ccccc2)NC(=O)OC(C)(C)C)o1,.,7,-2%,-3%,1%,1%,38
O=C(CNC(=O)c1cccc(Br)c1)N/N=C/c1ccc2c(c1)OCO2,28%,24*,0%,4%,18%,-19%,79*
CC(Sc1nnc2c(n1)C1CCC2(C)C1(C)C)C(=O)Nc1ccccc1 (configuration not stated),?,-2,-7%,?,-3%,1%,-18
Nc1nonc1-n1nnc(C(=O)N/N=C/c2ccc(Cl)cc2Cl)c1CN1CCCCC1,-2%,-5,0%,8%,12%,-4%,4
CCOc1ccc(Cn2nnc(C(=O)NCCc3ccc(Cl)cc3)c2N)cc1,5.2µM*,-6,-2%,-5%,.,-1%,1
CCOC(=O)c1cc(NC(=O)CCC(=O)O)ccc1N1CCCCC1,6%,1,5%,26%,19%,0%,10
N#Cc1c(-c2ccc(Cl)cc2)c2c([nH]c1=S)CCCC2,?,-3,?,-4%,-3%,-2%,3
CCC(C)N(C(=O)c1csnn1)C(C(=O)NC1CCCC1)c1ccccc1F (configuration not stated),0%,-3,-19%,16%,-4%,-2%,-2
O=C(CCNC(=O)C1CCN(S(=O)(=O)c2ccccc2)CC1)Nc1ccccc1,?,4,3%,1%,-11%,-9%,-8
Cn1c(-c2ccccc2)cnc1NCc1ccc(F)cc1,6%,24*,5%,-3%,55%[activator],-4%,39
COCCN=c1scc(-c2cc(OC)c(OC)c(OC)c2)n1/N=C/c1c(C)[nH]c2ccccc12,2.6µM*,-1,-5%,8.9µM*,7.4µM*,0%,-3
CC(=O)c1cc(C(=O)NC2CCCc3c2cnn3-c2cc(C)cc(C)c2)[nH]n1 (configuration not stated),-10%,29*,0%,-15%,-19%,0%,35*
CSc1nc(-c2ccc(Cl)cc2)c(C#N)c(=O)n1C,?,1,3%,20%,?,1%,52
CCOc1ccc(C(=O)NCc2ccncc2)cc1,4.1µM*,-3,-5%,16%,7%,-3%,-6
O=[N+]([O-])c1cc(Br)c(OCc2nnc(-c3ccccc3)o2)c(Br)c1,-4%,11,-12%,-2%,?,6%,8
O=C(Nc1ccccc1N1CCN(C(=O)c2ccc(Cl)cc2)CC1)c1cc(Br)ccc1Cl,4.7µM*,1,0%,-25%,6.6µM*,3%,-5
CCOC(=O)C1C(=O)C=C(/C=C/c2ccc(N(C)C)cc2)CC1c1ccccc1 (configuration not stated),?,-3,-16%,5%,?,1%,5
CCCCn1c(SCC(=O)Nc2cc(C)on2)nc2c1c(=O)n(C)c(=O)n2C,.,1,-1%,-26%,21%,-5%,-5
CCOC(=O)C1CCN(C(=O)C(CC)c2ccccc2)CC1 (configuration not stated),9%,-3,11%,6%,0%,3%,-4
CC1CCCC(C)N1C(=O)CSc1nnc(CSc2ncccn2)n1C (configuration not stated),10µM*,-4,8%,.,-6%,-6%,12
COc1cccc(Cn2c(NCC(C)C)nc3c2c(=O)n(C)c(=O)n3C)c1,?,-3,-2%,10%,?,5%,-3
Cc1ccc(C(=O)O)cc1NC(=S)NCCc1ccccc1,?,-2,10%,15%,5%,1%,2
Cn1c(=O)c2c(nc(NN=C3CCCC3)n2C)n(C)c1=O,6%,2,-1%,-20%,14%,-4%,-5
CC1CCN(S(=O)(=O)c2cc(C(=O)N3CCN(c4ncccn4)CC3)ccc2Br)CC1,7.4µM*,-3,-8%,?,?,3%,-10
CNS(=O)(=O)c1cc(NC(=O)CCNC(=O)c2ccco2)ccc1C,2%,-3,-8%,-12%,1%,0%,13

# The final 3 entries of the part before lead into the next.
SMILES,Pf growth 96h,Cycloheximide cs,Tb PYK inh,HCV inh,Pf growth 48h,LmPK inh,Shiga inhibitor
Cn1c(=O)c2c(nc(NN=C3CCCC3)n2C)n(C)c1=O,6%,2,-1%,-20%,14%,-4%,-5
CC1CCN(S(=O)(=O)c2cc(C(=O)N3CCN(c4ncccn4)CC3)ccc2Br)CC1,7.4µM*,-3,-8%,?,?,3%,-10
CNS(=O)(=O)c1cc(NC(=O)CCNC(=O)c2ccco2)ccc1C,2%,-3,-8%,-12%,1%,0%,13
CCc1ccc(OCC(=O)NNC(=O)c2ccc(NC(=O)C3CC3)cc2)cc1,25%,1,6%,8%,2%,-7%,-19
Cc1ccccc1OCCOCCN1CCCCCC1,?,-2,6%,-13%,-12%[5.75 µM],0%,-5
COc1ccc(/C(=N\O)c2ncc(C(F)(F)F)cc2Cl)cc1,10%,-1,3%,-9%,.,8%,-9
Cc1cccc(Nc2nc(N3CCCC3)nc(N3CCCC3)n2)c1,?,-5,-8%,?,.,8%,-13
COc1ccccc1C(=O)Nc1ccc2[nH]ncc2c1,7.4µM*,16*,4%,5%,5%,-1%,24
Cc1cc(C)c[n+](C[n+]2cc(C)cc(C)c2)c1,51%[activator],13,0%,1%,22%,11%,8
CC1=CC(C)(C)N(C(=O)CSc2nnc(N)s2)c2c(C)cc(C)cc21,?,-3,-2%,-25%,?,0%,-30
CCOC(=O)N1CCN(C(=O)c2cc(OC)c(OC)c(OC)c2)CC1,-42%,1,-1%,12%,-12%,-9%,-1
Cn1nc(C(F)(F)F)c(-c2ccccc2)c1NC(=O)c1cccnc1,?,-1,-7%,20%,?,1%,-11
O=c1c2nnn(-c3ccc(Cl)cc3)c2ncn1Cc1ccccn1,28%,7,4%,-5%,-4%,2%,4
CSC1=C(C#N)C(c2ccccc2Cl)C(C(=O)c2cccs2)C(O)(C(F)(F)F)N1 (configuration not stated),30%,-4,1%,?,18%,1%,-9
COc1cc(-c2nc(CCNC(=O)c3ccco3)cs2)cc(OC)c1OC,10µM*,1,0%,-18%,?,6%,9
Cc1cc(S(=O)(=O)N2CCOCC2)ccc1OCC(=O)NCCN1CCOCC1,7%,-6,-3%,13%,19%,9%,-14
Cc1ccc(C(NC(=O)c2ccccc2)C(Cl)Cl)cc1 (configuration not stated),4.1µM*,9,1%,?,?,-8%,1
CCN1CCN(Cc2nc3c(c(=O)[nH]c(=O)n3C)n2Cc2ccccc2Cl)CC1,-6%,-4,2%,-17%,6%,3%,12
CCCC(=O)c1ccc(N2CCN(C(=O)OCC)CC2)c(F)c1,9.3µM*,23,5%,-13%,5%,-1%,54
CCOc1ccc(NC(=O)c2cccc(-n3cccc3)c2)cc1S(=O)(=O)N1CCOCC1,-52%,.,.,20%,?,.,.
O=C(COC(=O)c1cc2ccccc2oc1=O)Nc1ccc(F)cc1F,53%[activator],52*,-1%,18%,54%[activator],-15%,118*
Cc1ccc(-c2nn(-c3ccc(F)cc3)cc2C(=O)NCC(c2cccs2)N2CCOCC2)cc1 (configuration not stated),?,.,-1%,-27%,10µM*,.,.
Cc1ccc(NCC(=O)N/N=C/c2ccc(-c3cccc(C(F)(F)F)c3)o2)cc1,-18%,-2,0%,9%,4%,-1%,-7
COc1ccc2c(c1)c(CC(=O)Nc1cc(C)ccc1C)c(C)n2C(=O)c1ccc(Cl)cc1,12µM*,6,-5%,-19%,?,8%,10
CC(C)CC(N=C1NC(C)(C)Cc2ccccc21)C(=O)O (configuration not stated),4%,-1,2%,11%,12%,9%,-8
CCOC(=O)N1CCC(N2CCN(S(=O)(=O)c3ccc(NC(C)=O)cc3)CC2)CC1,?,-1,0%,-1%,.,-7%,-8
COC(=O)c1c(N(S(C)(=O)=O)S(C)(=O)=O)sc2c1CCN(c1ncc(C(F)(F)F)cc1Cl)C2,-26%,7,-5%,?,.,1%,9
O=C(NCc1ccccc1)N1CCC(CO)(CCc2ccccc2)CC1,-18%,1,-1%,-9%,0%,-5%,-14

# Complete entries as entered above. Order of screens: Pf growth 96h	Cycloheximide cs	Tb PYK inh	HCV inh	Pf growth 48h	LmPK inh	Shiga inhibitor
# Profile of COc1ccc2c(c1)c(CC(=O)Nc1cc(C)ccc1C)c(C)n2C(=O)c1ccc(Cl)cc1 → 12µM*	6	-5%	-19%	?	8%	10
# Profile of CCOc1ccc(NC(=O)c2cccc(-n3cccc3)c2)cc1S(=O)(=O)N1CCOCC1 → -52%	.	.	20%	?	.	.
# Profile of COC(=O)c1c(N(S(C)(=O)=O)S(C)(=O)=O)sc2c1CCN(c1ncc(C(F)(F)F)cc1Cl)C2 → -26%	7	-5%	?	.	1%	9

# (list continues)
SMILES,Pf growth 96h,Cycloheximide cs,Tb PYK inh,HCV inh,Pf growth 48h,LmPK inh,Shiga inhibitor
CC(C)C1C(C#N)=C(N)Oc2n[nH]c(C(C)(C)C)c21 (configuration not stated),.,-2,-1%,1%,31%[activator],0%,-6
CC(CCc1ccccc1)NC(=O)CCCCCNc1nc(=S)[nH]c2ccccc12 (configuration not stated),?,3,.,.,?,0%,-23
COCc1c(C(=O)N/N=C/c2ccco2)nnn1-c1nonc1N,?,2,0%,1%,14%,-5%,-8
O=C1C=Cc2ccccc2/C1=C/c1[nH]c(=O)[nH]c1O,48%[activator],-4,-5%,10%,0%,-10%,-3
O=C(Oc1cccc2cccnc12)c1ccc(Br)o1,0%[5.75 µM],-4,2%,8%,-2%,-7%,12
CCOC(=O)C1=C(C)Nc2ccccc2N=C1NC(=O)c1cc(C)on1,1%,.,-7%,-4%,?,.,.
Cc1cccc(N2C(S)=C(C#N)C(=O)NC2c2cccs2)c1 (configuration not stated),41%[activator],-2,0%,42%[activator],-2%,7%,-9
Cc1ccc(CSC2=NCCN2C(=O)c2ccc(S(=O)(=O)N(C)C)cc2)cc1,16%,7,1%,11%,8%,10%[11.5 µM],-1
COc1ccccc1/C=C/CN1CCN(Cc2ccc(F)cc2)C(CCO)C1 (configuration not stated),?,-3,0%,1%,?,-2%,11
CCOC(=O)c1nnn(-c2nonc2N)c1CNC(C)C,43%[activator],-2,6%,11%,1%,2%,-30
Cc1cc(S(=O)(=O)N2CCCCC2)ccc1OCC(=O)N1CCCC1,?,-4,3%,-23%,-21%,1%,7
Cc1nnc(SCC(=O)Nc2cc(S(=O)(=O)N3CCCC3)ccc2Cl)n1C1CC1,?,.,-2%,1%,-24%,.,.
Fc1cccc(Nc2ncnc3sccc23)c1,57%[activator],9.8*,3%,?,44%[activator],-2%,27
Cc1ccc(N2C(=O)Nc3ccccc3C2(O)C(=O)N2CCN(c3ccccn3)CC2)cc1C (configuration not stated),?,7,-1%,22%,?,-4%,-8
CSCCC(NC(=O)COc1ccccc1)C(=O)N(C)Cc1cccc(F)c1 (configuration not stated),-21%,.,-2%,-18%,?,.,.
CSc1nc(C)cc(SCC(=O)Nc2ccccc2)n1,.,7,-2%,1%,-22%,1%,50
COCCNC(=O)Cn1nc(-c2ccccc2)c2ccccc2c1=O,-6%,0,-2%&0%,-1%,35%[activator],1%,-6
O=C(CCC(=O)Nc1ccc(Br)cc1)N/N=C/c1ccccc1F,?,-1,-5%,23%,13%,-5%,-8
N#Cc1c(N)nc(SCC(=O)NCCc2ccccc2)c(C#N)c1-c1cccs1,-10%,1,3%,13%,-29%,1%,-15
CCCCN(CCCC)C(=O)CSc1nnc(-c2cc(OC)c(OC)c(OC)c2)o1,.,1,-9%,?,?,4%,-1
O=C(CNC(=O)c1ccc(Cl)cc1)NCc1ccccn1,-3%,.,1%,-7%,9%,.,.
